Assay outcomes deposited in PubChem by National Center for Advancing Translational Sciences (NCATS).
Tau FP inhib: inhibitors of human tau fibril formation; K18 P301L tau heparin fibrillization, Alexa594 FP, 6 h; Potency, µM (series often up to 57.7 µM), without a hit: top-dose activity, negative = inhibition, usual class: inhibitors; 0.39% of 280,000 active; AID 1468; note: potency is the fitted concentration of half-maximal effect; % is set by controls: 0 for no effect and ±100 for the full control effect; nearly all actives have a fitted effect of over 55% in size
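Read-out: fluorescence polarization of Alexa 594-labeled tau (0.24 uM), 555 nm excitation, 632 nm emission. Mixtures held 15 uM unlabeled K18 P301L, compound and 20 uM heparin, pH 7 acetate buffer, incubated 6 hr at 37 C.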
NPSR antagonist: antagonists of human neuropeptide S receptor cAMP signaling | CHO-NPSR cells, cAMP TR-FRET, antagonist mode | Potency, µM (series often up to 38.3 µM), without a hit: at the highest dose activity change, negative = inhibition, hits mostly inhibitors | 1% of 220,000 active | AID 1461; note: potency is the fitted concentration of half-maximal effect; % is set by controls: 0 for no effect and ±100 for the full control effect; nearly all actives have a fitted effect of over 50% in size; many of its hits are not listed in these tables
Target sequence (Q6W5P4 whole entry, looked up): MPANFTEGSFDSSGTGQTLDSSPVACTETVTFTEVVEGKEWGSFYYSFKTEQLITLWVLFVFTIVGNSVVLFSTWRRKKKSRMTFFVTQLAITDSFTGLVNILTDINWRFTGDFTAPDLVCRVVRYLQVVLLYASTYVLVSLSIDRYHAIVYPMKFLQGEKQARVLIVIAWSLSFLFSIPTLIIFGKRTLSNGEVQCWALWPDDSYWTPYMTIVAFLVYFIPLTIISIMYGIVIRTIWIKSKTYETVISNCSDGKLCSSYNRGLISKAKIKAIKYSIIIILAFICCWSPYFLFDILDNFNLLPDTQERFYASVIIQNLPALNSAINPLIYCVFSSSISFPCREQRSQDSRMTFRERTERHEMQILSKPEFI
Epigenetic reg: derepresses silenced GFP reporter in murine cells | murine LDR cells, GFP reporter derepression, 30 h | Potency, µM (series often up to 53.9 µM), for the others: at the top dose GFP activation, hits mostly activators | 0.2% of 280,000 active | AID 1865; note: potency is the fitted concentration of half-maximal effect; % of control where 0% means no effect; nearly all actives have a fitted effect of over 60% in size
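Murine LDR cells bearing a silenced CMV-driven GFP reporter were exposed to compound for 30 h at 37 C. After PBS washes, GFP-positive cells (20-120 um objects) counted by laser-scanning microplate cytometry.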
Tau fluor counter: counter-screen for tau fibril formation inhibitors; Potency, µM (titrated, usually from 57.7 µM), for inactives: at the highest dose activity change, negative = decrease; tau K18 P301L (four-repeat tau fragment) Alexa594 fluorescence, heparin fibrillization; 0.93% of 280,000 active; note: potency is the fitted concentration of half-maximal effect; % is set by controls: 0 for no effect and ±100 for the full control effect; nearly all actives have a fitted effect of over 55% in size
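Human K18 P301L tau (15 uM unlabeled plus 0.24 uM Alexa 594-labeled, final) in 100 mM sodium acetate pH 7 was mixed with compound and 20 uM heparin and incubated 6 hr at 37 C.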
GLA spleen mod: alpha-galactosidase A (human) modulation | human spleen homogenate, 4MU-alpha-Gal fluorescence, 40 min | 0.008% of 240,000 active | AID 2107 | Potency, µM (doses to about 80 µM), for inactives: at the top dose activity change, negative = inhibition, usual class: inhibitors | P06280;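 note: potency is the fitted concentration of half-maximal effect; 0% = enzyme with vehicle and -100% = no enzyme basal signal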
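Human spleen homogenate (1 ug) as enzyme source, 4-methylumbelliferyl-alpha-D-galactopyranoside 1 mM final, citrate/phosphate pH 5.0 with 0.01% Tween-20. Compounds 40 min at 37C, NaOH/glycine stop; fluorescence Ex 365/Em 440, Hill-fit AC50.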
TRb-SRC2 inh: inhibitors of human thyroid hormone receptor beta-SRC2 interaction. P10828. TRbeta-SRC2 peptide binding, fluorescence polarization; receptor liganded with 1 µM T3. Potency, µM (top dose mostly 106 µM), for inactives: at the top dose activity change, negative = inhibition, actives largely listed as inhibitors. 0.065% of 280,000 active. AID 1469;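 note: potency is the fitted concentration of half-maximal effect; plate controls were bound peptide for no effect and peptide without receptor for full effect; nearly all actives have a fitted effect of over 50% in size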
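A fluorescence polarization screen tested compounds at multiple concentrations against complex formation between 0.6 uM TRb ligand-binding domain and 20 nM Texas Red SRC2 peptide, with 1 uM T3 present; readout after 5 hr.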
TexasRed fluor: alters Texas Red total fluorescence, flagging assay interference; TRb/SRC2 Texas Red total fluorescence interference; Potency, µM (titrated, usually from 106 µM), for the others: top-dose fluorescence change, negative = quenching; 0.29% of 280,000 active; AID 1479; active = well fitted curve in either direction with a large enough effect; inconclusive = small, poorly fitted or top-dose-only effect; note: potency is the fitted concentration of half-maximal effect; % is set by controls: 0 for no effect and ±100 for the full control effect
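Human TRb ligand-binding domain at 0.6 uM with 20 nM Texas Red SRC2 peptide in Tris buffer containing 1 uM T3 and 5% DMSO, incubated with compound 5 h at ambient temperature. Total fluorescence (555/632 nm) calculated as parallel + 2 × perpendicular.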
CBFb RUNX1 block: CBF-beta/RUNX1 interaction disruption. Q01196+Q13951. AlphaScreen CBFb-His/RUNX1-biotin binding, biochemical. Potency, µM (highest dose often 59.8 µM), without a hit: top-dose activity, negative = inhibition, actives largely listed as inhibitors. 230,000 tested, under 10 active. AID 1477; note: % of control where 0% means no effect
Target sequence (Q01196 whole entry, looked up): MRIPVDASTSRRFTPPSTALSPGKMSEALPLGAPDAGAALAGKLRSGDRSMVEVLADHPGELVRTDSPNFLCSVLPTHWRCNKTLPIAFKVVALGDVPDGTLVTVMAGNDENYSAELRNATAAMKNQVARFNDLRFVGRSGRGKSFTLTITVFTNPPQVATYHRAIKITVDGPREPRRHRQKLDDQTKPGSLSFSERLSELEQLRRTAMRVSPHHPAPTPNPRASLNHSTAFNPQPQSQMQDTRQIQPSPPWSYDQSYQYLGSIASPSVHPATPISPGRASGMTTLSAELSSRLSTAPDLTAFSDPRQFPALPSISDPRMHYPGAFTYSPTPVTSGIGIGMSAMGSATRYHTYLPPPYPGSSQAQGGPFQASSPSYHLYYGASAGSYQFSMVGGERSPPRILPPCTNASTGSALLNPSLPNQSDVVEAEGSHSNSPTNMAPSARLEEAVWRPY
Target sequence (Q13951 whole entry, looked up): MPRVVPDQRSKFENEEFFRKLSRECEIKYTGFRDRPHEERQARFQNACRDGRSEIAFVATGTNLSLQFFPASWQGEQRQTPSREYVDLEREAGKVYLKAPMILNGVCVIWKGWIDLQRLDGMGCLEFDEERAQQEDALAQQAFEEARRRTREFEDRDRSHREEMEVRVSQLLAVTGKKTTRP
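CBFb-His/RUNX1-biotin, 30 nM each, preincubated 20 min RT; compound 15 min RT; Ni + streptavidin beads 50 ng each, 90 min RT; AlphaScreen read.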
Starred values were filed as active, the others as inactive; [ ] = remark or other dose. Unless noted, calls come from the whole dose curve; as a rule, active = well fitted curve in the direction sought with a large enough effect; inconclusive = small, poorly fitted or top-dose-only effect, or another doubt; inactive = no such curve, though single readings can be large; an effect the other way counts as inactive or inconclusive. These rows are one share of the data; count on the stated rates, not on these rows.

Nc1cc(-c2ccc(Br)cc2)nn1S(=O)(=O)c1cccc2nsnc12 was read as Tau FP inhib 0%, NPSR antagonist -9%[46.1 µM], Epigenetic reg -0.2%, Tau fluor counter 13µM*[quencher], GLA spleen mod -5%, TRb-SRC2 inh -1%, TexasRed fluor -1% and CBFb RUNX1 block inconclusive.
Screening O=C1CC(c2cccc(Cl)c2)C(n2cncn2)C(=O)C1C1NCCc2ccccc21 (stereo not given) returned Tau FP inhib 0%, NPSR antagonist -5%[46.1 µM], Epigenetic reg 0.1%, Tau fluor counter -6%, GLA spleen mod 5%, TRb-SRC2 inh -2%, TexasRed fluor -5% and CBFb RUNX1 block -5%.
For CN1C(=O)N2CN(C3CCCCC3)CN3C(=O)N(C)C1C23 (stereo not given) the results were Tau FP inhib 6%, NPSR antagonist -4%[46.1 µM], Epigenetic reg -1.0%, Tau fluor counter -4%, GLA spleen mod 1%, TRb-SRC2 inh 7%, TexasRed fluor -3% and CBFb RUNX1 block 0%.
Screening COc1ccc(-n2c(=O)[nH]cc(C(=O)N3CCCc4ccccc43)c2=O)cc1 returned Tau FP inhib 2%, NPSR antagonist 0%[46.1 µM], Epigenetic reg 1.9%, Tau fluor counter 0%, GLA spleen mod 7%, TRb-SRC2 inh 8%, TexasRed fluor -2% and CBFb RUNX1 block 2%.
Cc1ncc(CO)c(/C=N/NC(=O)c2cc(Br)ccc2O)c1O was read as Tau FP inhib inconclusive, NPSR antagonist -18%, Epigenetic reg 10%, Tau fluor counter -8%, GLA spleen mod 11%, TRb-SRC2 inh 9%, TexasRed fluor -6% and CBFb RUNX1 block inconclusive.
For O=C1CC(c2ccccc2)n2nc(NC(=O)c3ccccc3)nc2N1 (stereo not given) the results were Tau FP inhib -12%, NPSR antagonist -6%[46.1 µM], Epigenetic reg -0.2%, Tau fluor counter -4%, GLA spleen mod -5%, TRb-SRC2 inh -11%, TexasRed fluor 1% and CBFb RUNX1 block 0%.
Screening COc1ccccc1-c1nc2n(n1)C(c1cccs1)C(C(=O)Nc1cccnc1)=C(C)N2 (stereo not given) returned Tau FP inhib 3%, NPSR antagonist -8%[46.1 µM], Epigenetic reg 0.0%, Tau fluor counter -2%, GLA spleen mod -2%, TRb-SRC2 inh 3%, TexasRed fluor -1% and CBFb RUNX1 block 4%.
`O=C(O)C1CCCCC1C(=O)NC(c1ccccc1)c1ccccc1` (stereo not given) gave Tau FP inhib -9%, NPSR antagonist 1%, Epigenetic reg 0.1%, Tau fluor counter -11%, GLA spleen mod 9%, TRb-SRC2 inh 1%, TexasRed fluor -4% and CBFb RUNX1 block 10%.
`CCOc1ccc(NC(=O)Cn2nnc(C(=O)NCc3cccs3)c2N)cc1` gave Tau FP inhib -6%, Epigenetic reg -1.9%, Tau fluor counter -4%, TRb-SRC2 inh 2% and TexasRed fluor 0%.
Cc1ccc(NC(=O)CSc2nc3ccccc3nc2Cc2ccccc2F)cc1F was read as Tau FP inhib -11%, Epigenetic reg 14%, Tau fluor counter -30%, TRb-SRC2 inh -1% and TexasRed fluor -1%.

Reprinted at random: three entries already listed.
Screening O=C1CC(c2cccc(Cl)c2)C(n2cncn2)C(=O)C1C1NCCc2ccccc21 (stereo not given) returned Tau FP inhib 0%, NPSR antagonist -5%[46.1 µM], Epigenetic reg 0.1%, Tau fluor counter -6%, GLA spleen mod 5%, TRb-SRC2 inh -2%, TexasRed fluor -5% and CBFb RUNX1 block -5%.
Screening COc1ccccc1-c1nc2n(n1)C(c1cccs1)C(C(=O)Nc1cccnc1)=C(C)N2 (stereo not given) returned Tau FP inhib 3%, NPSR antagonist -8%[46.1 µM], Epigenetic reg 0.0%, Tau fluor counter -2%, GLA spleen mod -2%, TRb-SRC2 inh 3%, TexasRed fluor -1% and CBFb RUNX1 block 4%.
Cc1ccc(NC(=O)CSc2nc3ccccc3nc2Cc2ccccc2F)cc1F was read as Tau FP inhib -11%, Epigenetic reg 14%, Tau fluor counter -30%, TRb-SRC2 inh -1% and TexasRed fluor -1%.

Later entries
Screening Cc1ccc(NC(=O)C(C)Sc2nc(=O)cc(N)n2-c2cccc(C)c2)cc1 (stereo not given) returned Tau FP inhib -4%, Epigenetic reg 0.0%, Tau fluor counter -15%, TRb-SRC2 inh -8% and TexasRed fluor -1%.
`CCN(CC)CCCn1c(=S)[nH]c2ncccc2c1=O` gave Tau FP inhib 11%, NPSR antagonist -4%[46.1 µM], Epigenetic reg -0.2%, Tau fluor counter 1%, GLA spleen mod 0%, TRb-SRC2 inh -3%, TexasRed fluor -5% and CBFb RUNX1 block 3%.
Cc1ccccc1OCc1nc2ccccc2c(=O)n1NC(=O)c1ccco1 was read as Tau FP inhib 3%, NPSR antagonist 7%[46.1 µM], Epigenetic reg 0.0%, Tau fluor counter -2%, GLA spleen mod 4%, TRb-SRC2 inh -3%, TexasRed fluor -2% and CBFb RUNX1 block 1%.
COc1cc(OC)cc(-c2cn[nH]c2N)c1 was read as Tau FP inhib 2%, NPSR antagonist 46%, Epigenetic reg 7.4%, Tau fluor counter inconclusive, GLA spleen mod -2%, TRb-SRC2 inh 1%, TexasRed fluor 0% and CBFb RUNX1 block -15%.
`CCOC(=O)c1cnc2ccccc2c1NCc1ccco1` gave Tau FP inhib -4%, NPSR antagonist inconclusive, Epigenetic reg 13%, Tau fluor counter -30%, GLA spleen mod 9%, TRb-SRC2 inh -4%, TexasRed fluor 1% and CBFb RUNX1 block -22%.
`N/C(=N\OC(=O)/C=C/c1ccccc1)c1ccncc1` gave Tau FP inhib 2%, NPSR antagonist 17%, Epigenetic reg 2.2%, Tau fluor counter -5%, GLA spleen mod -1%, TRb-SRC2 inh -6%, TexasRed fluor -2% and CBFb RUNX1 block 0%.
Screening CSc1cccc(NC(=O)c2cc3c(COC(C)=O)cnc(C)c3oc2=O)c1 returned Tau FP inhib 8%, Epigenetic reg 2.7%, Tau fluor counter 0%, TRb-SRC2 inh 7% and TexasRed fluor 1%.
COc1ccccc1CSc1nc2n(n1)C(c1ccccc1)C(C(=O)Nc1ccc(C)cc1)=C(C)N2 (stereo not given) was read as Tau FP inhib -13%, Epigenetic reg 0.2%, Tau fluor counter -6%, TRb-SRC2 inh -3% and TexasRed fluor inconclusive.
Fc1ccc(Cn2c(-c3cscn3)nc3ccccc32)c(Cl)c1 was read as Tau FP inhib 3%, NPSR antagonist -21%[46.1 µM], Epigenetic reg -1.0%, Tau fluor counter -7%, GLA spleen mod 6%, TRb-SRC2 inh 0%, TexasRed fluor -3% and CBFb RUNX1 block 1%.
For Cc1cc(C(=O)CCl)c(C)n1CC1COc2ccccc2O1 (stereo not given) the results were Tau FP inhib 7%, NPSR antagonist inconclusive, Epigenetic reg 11%, Tau fluor counter -1%, GLA spleen mod 3%, TRb-SRC2 inh -11%, TexasRed fluor -2% and CBFb RUNX1 block -5%.
Screening Cc1ccc(-c2nc3cc(NC(=O)C(C)C)ccc3o2)cc1 returned Tau FP inhib -6%, NPSR antagonist inconclusive, Epigenetic reg 4.8%, Tau fluor counter 7%, GLA spleen mod 12%, TRb-SRC2 inh inconclusive, TexasRed fluor -1% and CBFb RUNX1 block 10%.
CC(=O)Nc1ccc2c(c1)nc(CN1CCCC1)n2C was read as Tau FP inhib 6%, NPSR antagonist -3%[46.1 µM], Epigenetic reg 0.0%, Tau fluor counter -4%, GLA spleen mod 6%, TRb-SRC2 inh -1%, TexasRed fluor -5% and CBFb RUNX1 block 0%.
`CCn1cc(CN2CCc3c([nH]c4ccccc34)C2c2cccc(OC)c2)c(C)n1` (stereo not given) gave Tau FP inhib -6%, NPSR antagonist 41%, Epigenetic reg -0.2%, Tau fluor counter -20%, GLA spleen mod 3%, TRb-SRC2 inh -1%, TexasRed fluor 0% and CBFb RUNX1 block 5%.
Screening COc1cc(/C=N/Nc2ncc(C(F)(F)F)cc2Cl)cc(OC)c1O returned Tau FP inhib -1%, NPSR antagonist -9%, Epigenetic reg 1.5%, Tau fluor counter inconclusive, GLA spleen mod -3%, TRb-SRC2 inh 1%, TexasRed fluor -1% and CBFb RUNX1 block 16%.
CCOC(=O)C1(C)C=C(Nc2ccc(OC)cc2)C(=O)N1c1ccc(OC)cc1 (stereo not given) was read as Tau FP inhib 2%, NPSR antagonist 13%, Epigenetic reg 4.2%, Tau fluor counter -1%, GLA spleen mod -5%, TRb-SRC2 inh -13%, TexasRed fluor 0% and CBFb RUNX1 block 4%.
Screening NC(=O)c1c(NC(=O)c2cc(-c3ccc(F)cc3)on2)sc2c1CCCC2 returned Tau FP inhib inconclusive, Epigenetic reg -1.8%, Tau fluor counter -22%, TRb-SRC2 inh -8% and TexasRed fluor 0%.
Screening Cc1ccc(CNC(=O)c2ccc(N(C)C)cc2)cc1 returned Tau FP inhib 10%, NPSR antagonist -5%, Epigenetic reg 0.9%, Tau fluor counter -3%, GLA spleen mod -2%, TRb-SRC2 inh 2%, TexasRed fluor 0% and CBFb RUNX1 block -9%.
For CC(=O)Nc1csc2ccccc12 the results were Tau FP inhib -1%, NPSR antagonist 12%, Epigenetic reg 2.2%, Tau fluor counter 1%, GLA spleen mod 3%, TRb-SRC2 inh -6%, TexasRed fluor 1% and CBFb RUNX1 block 5%.
CN1CCN(CC2(O)CCN(S(=O)(=O)c3ccc(Cl)cc3)CC2)CC1 was read as Tau FP inhib -4%, NPSR antagonist 3%, Epigenetic reg -1.8%, Tau fluor counter 5%, GLA spleen mod 0%, TRb-SRC2 inh -6%, TexasRed fluor -1% and CBFb RUNX1 block 3%.
Screening Cc1ccc2nc3c(c(Nc4ccc(C)c(C)c4)c2c1)CCC3 returned Tau FP inhib 2%, Epigenetic reg 0.3%, Tau fluor counter -19%, TRb-SRC2 inh -8% and TexasRed fluor -21%.
CCOC(=O)CSc1nnc(CNC(=O)c2cccs2)n1-c1ccccc1 was read as Tau FP inhib 9%, NPSR antagonist 1%[46.1 µM], Epigenetic reg 0.0%, Tau fluor counter -3%, GLA spleen mod 4%, TRb-SRC2 inh 1%, TexasRed fluor -3% and CBFb RUNX1 block -4%.
